GluA2 TARP mod: modulators of GluA2-stargazin AMPA receptor complexes, primary screen, cell-based, membrane potential dye; Voltage-dependent calcium channel gamma-2 subunit (Mus musculus) + Glutamate receptor 2 …; HEK293 GluA2+stargazin, membrane potential dye (FDSS), glutamate EC50; hits were called plate by plate, in both directions; calls only at 30 µM; 40,000 tested, 3.5% active;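 active = any of four per-well response measures lying three or more SD from its plate-wide compound average, in either direction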
Target sequence (O88602 whole entry, looked up): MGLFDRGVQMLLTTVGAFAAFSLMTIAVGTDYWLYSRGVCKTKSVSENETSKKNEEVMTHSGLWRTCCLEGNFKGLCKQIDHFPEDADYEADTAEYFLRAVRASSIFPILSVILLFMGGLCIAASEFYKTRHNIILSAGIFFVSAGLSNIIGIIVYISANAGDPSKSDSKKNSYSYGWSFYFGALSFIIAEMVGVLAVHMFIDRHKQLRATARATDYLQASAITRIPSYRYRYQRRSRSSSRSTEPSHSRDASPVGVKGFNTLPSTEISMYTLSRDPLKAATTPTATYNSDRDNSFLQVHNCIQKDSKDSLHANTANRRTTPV
Target sequence (P19491 whole entry, looked up): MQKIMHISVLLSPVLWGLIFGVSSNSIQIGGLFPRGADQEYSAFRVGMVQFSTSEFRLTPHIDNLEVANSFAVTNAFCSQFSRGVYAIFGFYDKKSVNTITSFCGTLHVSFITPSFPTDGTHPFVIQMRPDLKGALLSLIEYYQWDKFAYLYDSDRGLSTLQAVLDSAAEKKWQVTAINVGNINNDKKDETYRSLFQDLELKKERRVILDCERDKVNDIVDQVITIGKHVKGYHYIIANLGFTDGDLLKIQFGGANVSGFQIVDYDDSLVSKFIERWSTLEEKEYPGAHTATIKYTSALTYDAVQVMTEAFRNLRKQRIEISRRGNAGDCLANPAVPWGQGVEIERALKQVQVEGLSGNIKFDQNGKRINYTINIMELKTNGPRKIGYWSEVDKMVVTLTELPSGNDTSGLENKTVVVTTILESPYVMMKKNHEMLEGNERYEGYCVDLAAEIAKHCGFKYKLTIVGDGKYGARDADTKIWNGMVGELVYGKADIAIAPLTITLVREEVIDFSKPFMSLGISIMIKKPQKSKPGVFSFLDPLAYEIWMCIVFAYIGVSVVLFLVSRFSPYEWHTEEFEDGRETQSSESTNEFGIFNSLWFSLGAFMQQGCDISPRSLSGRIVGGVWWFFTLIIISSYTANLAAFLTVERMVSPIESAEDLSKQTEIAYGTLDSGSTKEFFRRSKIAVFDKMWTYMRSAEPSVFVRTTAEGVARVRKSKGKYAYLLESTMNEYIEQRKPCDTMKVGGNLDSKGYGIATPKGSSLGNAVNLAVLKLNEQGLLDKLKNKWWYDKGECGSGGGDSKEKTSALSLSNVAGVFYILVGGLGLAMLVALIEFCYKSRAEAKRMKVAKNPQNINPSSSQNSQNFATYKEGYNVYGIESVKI
GluA2 TARP mod agonism max-min: recorded beside GluA2 TARP mod, whose call it bears; compound max-min signal; compound-alone response (agonism);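 unitless range of fluorescence divided by baseline over first 100 seconds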
GluA2 TARP mod glutamate slope: second read-out of GluA2 TARP mod, no call of its own (marks repeat the call); glutamate slope, % of max; measured here: glutamate response slope, % max;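 scaled per plate between vehicle wells and maximal 1 mM glutamate control wells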
* hit, by the source's call; i = inactive; + = active, no number; & = joins results of further samples.

GluA2 TARP mod,GluA2 TARP mod agonism max-min,GluA2 TARP mod glutamate slope,molecule
i,0.0586,66.4,CSc1cccc2sc(NC(=O)C3CCCCC3)nc12
i,0.0631,52.3,CCOc1ccc(C(=O)Nc2ccc3c(c2)CCC(=O)N3CC)cc1
i,0.0468,47.7,N#Cc1ccc(-c2ccco2)nc1SCC(=O)NCc1ccc2c(c1)OCO2
i,0.0873,64.4,Cc1cc(C(=O)N2CCOCC2)nn1CC(=O)NC(C)CCc1ccccc1 (stereo not given)
i,0.117,53.3,O=C(NCC(c1ccco1)N1CCOCC1)NC1CCCCC1 (stereo not given)
i,0.0266,34.7,CCNC(=O)CSc1ncnc2c1nnn2CC
+,0.198*,51.3*,Cc1n[nH]c(C)c1S(=O)(=O)N1CCN(c2ccc3nnc(C4CC4)n3n2)CC1
i,0.085&0.0467,45.7&83.7,COc1ccc(-c2noc(-c3ccc(=O)n(CC(=O)Nc4cccc(C(F)(F)F)c4)c3)n2)cc1
i,0.12,52.7,Cc1nc2c(-c3ccccc3)cnn2c(N2CCN(CCO)CC2)c1C
i,0.0872,56.0,COc1ccc(-c2nnc(NC(=O)CSc3ccccc3)o2)cc1OC
i,0.0871,47.8,COc1ccc(S(=O)(=O)Nc2cccc(C(=O)Nc3sc4c(c3C#N)CCCCC4)c2)cc1
i,0.0439,62.8,O=C(NCc1ccccc1Cl)C(=O)Nc1cccc(N2CCCC2=O)c1
i,0.13,36.7,CCOc1ccc(-c2cc(=O)n(Cc3cc(C)ccc3C)cn2)cc1
i,0.0694,67.4,COc1ccc(S(=O)(=O)N2CCN=C2SCc2ccccc2C)cc1
i,0.103,70.5,O=C(c1ccccc1)N1CCCc2cc(NS(=O)(=O)c3ccc(Br)cc3)ccc21
i,0.043,40.6,COc1ccc(NC(=O)c2ccc(=O)n(CC(=O)Nc3ccc(F)cc3)n2)cc1
i,0.112,51.9,O=C(Nc1ccc(OC(F)(F)F)cc1)c1ccc(=O)n(Cc2c(F)cccc2Cl)c1
i,0.0808,61.2,CC(=O)c1ccc(NC(=O)CN2CCC(c3nnc(C)s3)CC2)cc1
+,0.151*,33.2*,O=C(CSc1nccn(-c2ccc(Cl)cc2)c1=O)Nc1ccc(F)cc1F
i,0.0811,64.8,CN1CCOc2ccc(NC(=O)c3ccno3)cc2C1=O
i,0.0513,46.8,CCOCCn1c(-n2nc(C)cc2C)nc2c1c(=O)n(CC)c(=O)n2C
i,0.146,42.3,COC(=O)c1c(NC(=O)c2ccn(C)n2)sc2c1CC(C)(C)NC2(C)C
i,0.139,69.4,NC(=O)Cn1nnn(-c2ccc(NC(=O)c3cccc4ccccc34)cc2)c1=O
i,0.0712,56.0,O=C(CN1CCC(c2nnc(-c3ccc(F)cc3)o2)CC1)NCc1ccccc1Cl
i,0.0668,61.6,Cc1ccccc1NC(=O)C1CCN(c2cnc3ccccc3n2)CC1
i,0.0695,34.8,Cc1ccccc1Cn1c(=O)c2c(nc3oc(-c4ccc(F)cc4)cn32)n(C)c1=O
i,0.162,60.0,O=C(Nc1ccc(N2CCCC2=O)cc1)c1ccc(Br)o1
i,0.0811,50.0,COc1ccc(NS(=O)(=O)c2cccc([N+](=O)[O-])c2)cc1N1CCCC1=O
i,0.121,59.9,COC(=O)C(C)Oc1ccc2c(c1)O/C(=C\c1ccc(OC)c(OC)c1)C2=O (stereo not given)
i,0.0524,42.3,COCCn1c(C2CC(=O)N(c3cc(C)cc(C)c3)C2)nc2ccccc21 (stereo not given)
i,0.0632,41.9,COc1ccc(/C=C/C(=O)N2CCN(c3cc(-n4ccnc4)nc(C)n3)CC2)cc1OC
i,0.0565,43.6,COc1ccc(Cl)cc1C(=O)Nn1cnc2c(cnn2C(C)(C)C)c1=O
i,0.0878,49.7,CC1=C(C(=O)OC(C)C)C(c2ccccc2F)NC(=O)N1C (stereo not given)
i,0.101,54.2,O=C(NCCOc1ccccc1)c1ccccc1C(=O)c1ccccc1
i,0.0622,49.8,O=C(Nc1ccc(Br)cc1F)c1ccc(=O)n(Cc2ccccc2)c1
i,0.152,59.1,O=C(NCc1ccco1)c1n[nH]nc1Nc1ccccc1
i,0.061,61.1,CCOc1cc(/C=c2\sc3nc4ccccc4n3c2=O)ccc1O
i,0.0737,47.8,CC1=C(C(=O)Nc2ccc(F)cc2)C(c2ccc(N(C)C)cc2)C2=C(CC(C)(C)CC2=O)N1 (stereo not given)
i,0.057,44.2,O=C(Cc1cc(-c2ccc3c(c2)OCO3)on1)Nc1ccccc1C(F)(F)F
i,0.0861,59.5,Cc1ccsc1C(O)CNC(=O)C1CCC1 (stereo not given)
i,0.1,57.5,O=C(c1ccc(F)cc1)N1CCN(S(=O)(=O)c2cc3c4c(c2)CCC(=O)N4CCC3)CC1
i,0.111,57.8,Cc1cc(NC(=O)C(=O)NCCc2ccc(S(N)(=O)=O)cc2)c2ccccc2n1
i,0.093,48.4,CC(C)(C)NC(=O)N1CCN(C(=O)c2cnn3ccccc23)CC1
i,0.0616,69.9,Cc1ccc(-c2ccc(S(=O)(=O)N3CCCC3)cc2)cc1
i,0.102,60.5,CCCN(CCC)S(=O)(=O)c1cc(OC)c(Br)cc1OC
+,0.0997*,78.8*,CC(=O)OC(COc1ccc(N(C)C(C)=O)cc1)Cn1c2ccccc2c2ccccc21 (stereo not given)
i,0.063,61.0,COc1cccc(N2C(=O)CN(Cc3ccccc3)C3CS(=O)(=O)CC32)c1 (stereo not given)
i,0.091,60.6,Cc1cc(NC(=O)C2CCCN(S(=O)(=O)c3ccc(Cl)s3)C2)on1 (stereo not given)
i,0.102,60.5,COc1cc(NC(=O)CSc2nnc(-c3cc(C)oc3C)o2)c(OC)cc1Cl
i,0.0466,57.0,O=C(NCCOc1ccc2nnc(-c3ccccc3)n2n1)c1cc2ccccc2oc1=O
i,0.079,29.0,Cc1cc(C(=O)Nc2nnc(-c3ccc(Cl)cc3)o2)on1
i,0.063,36.8,Cc1ccc(N2CCN(S(=O)(=O)c3ccc(C4CCCCC4)cc3)CC2)c(C)c1
i,0.0865,60.9,Cc1cc(-c2nnc(SCC(=O)N3CCc4ccccc43)o2)c(C)o1
i,0.156,55.8,Cn1cccc(C(=O)Nc2ccc3c(c2)N(C(=O)C(C)(C)C)CC3)c1=O
i,0.0961,52.2,COc1cccc(CCNS(=O)(=O)CCNC(=O)c2cccc(OC)c2)c1
i,0.0622,62.4,Cc1ccc(-c2ccc(=O)n(CCCNC(=O)Cc3ccccc3Cl)n2)cc1
i,0.107,67.8,Nc1cccc(OCCO)c1
i,0.117,72.6,CC(=O)N1CCc2c(sc(NC(=O)c3ccc(C)c(C)c3)c2-c2nc3ccccc3s2)C1
i,0.0831,56.0,COc1ccc(C)cc1NC(=O)c1nnn(-c2c(C)cccc2C)c1C
i,0.0767,51.2,Cn1c(=O)[nH]c(=O)c2c1nc(NCc1ccccc1)n2CC(=O)c1ccccc1

Continued.
GluA2 TARP mod,GluA2 TARP mod agonism max-min,GluA2 TARP mod glutamate slope,molecule
i,0.0894,57.8,COc1ccc(F)cc1S(=O)(=O)NCC(c1ccco1)N1CCc2ccccc2C1 (stereo not given)
i,0.0986,60.5,CC(C)c1c(C(=O)N2CCOCC2)nnn1-c1ccc(Br)cc1
i,0.0397,50.0,COc1ccc2sc(N(CCN3CCOCC3)C(=O)c3ccccc3S(C)(=O)=O)nc2c1
i,0.0884&0.0264,49.6&89.1,CSc1nnc(-c2ccccc2NC(=O)c2cccc(S(=O)(=O)N3CCOCC3)c2)o1
i,0.0809,45.6,COc1cc(C(=O)Nc2ccc(CC(=O)NCc3cccs3)cc2)cc(OC)c1OC
i,0.185,50.1,Cc1ccc2nc3c(cc(C(=O)NCCN4CCOCC4)n3C)c(=O)n2c1
+,0.0803*,65.4*,COC(=O)C1=C(CS(=O)(=O)c2cc(Cl)ccc2OC)NC(=O)NC1c1ccccc1 (stereo not given)
i,0.0582,56.4,COC(=O)c1c(NCc2ccc(OC)cc2)c2cc(Cl)ccc2[nH]c1=O
i,0.0776,50.5,COc1ccc(C(=O)Nc2ccc3c(c2)CCC(=O)N3Cc2ccccc2)cc1
i,0.0644,46.6,CC(=O)N1CCN(c2c(C)cnc3c2c(=O)n(CC(=O)Nc2cccc(F)c2)c(=O)n3C)CC1
i,0.0456,61.2,COc1ccc(SCC(=O)Nc2nc(-c3ccc(OC)cc3OC)cs2)cc1
i,0.0327,63.4,Cc1cc(NC(=O)CSc2c(CC(C)C)cnc3c2c(=O)n(C)c(=O)n3C)no1
i,0.0549,63.1,CC(C)c1nnc(C2CCN(Cc3ccc(Cl)cc3Cl)CC2)o1
i,0.122,61.1,COc1ccccc1-c1coc2cc(OC(=O)c3ccc(F)cc3)ccc2c1=O
i,0.156,62.4,Cc1cc(C(=O)Nc2sc3c(c2-c2nc4ccccc4s2)CCN(C)C3)on1
i,0.0826,63.2,NC(=O)C1CCN(S(=O)(=O)CCCOc2ccc(F)cc2)CC1
i,0.109,67.0,CNC(=O)C(=O)NCC1OCCCN1S(=O)(=O)c1cc(C)ccc1C (stereo not given)
i,0.0874,86.5,O=C1c2cccc3cccc(c23)C(=O)N1CCc1ccc(S(=O)(=O)N2CCCC2)cc1
i,0.0952,55.1,CN(C)S(=O)(=O)N1CCN(c2ccc(N3CCOCC3)nn2)CC1
i,0.106,56.5,O=S(=O)(Nc1ccc2c(c1)CCCN2S(=O)(=O)c1ccccc1)c1ccccc1
i,0.046,49.0,CCc1ccccc1NC(=O)COC(=O)CCCC1=NS(=O)(=O)c2ccccc2N1
+,0.181*,40.5*,O=C(Nc1cc(-c2ccccc2)nn1CCO)c1ccc(Cl)s1
i,0.083,52.2,COc1ccc(C)cc1S(=O)(=O)N1CCN(CCO)CC1
i,0.104,66.4,O=C(CCc1csc(NC(=O)c2ccco2)n1)NC1CCCC1
i,0.0868,38.0,CCOC(=O)Cc1csc(NC(=O)CSc2ccc(NC(=O)C3CC3)nn2)n1
i,0.0804,51.9,O=C(NCc1ccccc1)C(=O)Nc1c2c(nn1-c1ccccc1)CS(=O)(=O)C2
i,0.0712,75.4,O=C1CC(c2n[nH]c(=S)o2)CN1c1ccc(F)c(Cl)c1 (stereo not given)
i,0.0212,45.3,CCOC(=O)CSc1c(CC(C)C)cnc2c1c(=O)n(C)c(=O)n2C
i,0.0839,50.8,COCCn1c(-n2nc(C)c(C)c2C)nc2c1c(=O)n(CCc1ccccc1)c(=O)n2C
i,0.0416,57.0,COC(=O)Cn1c(=O)c2c(nc3n2CCCN3c2ccccc2C)n(C)c1=O
i,0.108,71.0,O=C(NCc1ccc2c(c1)OCO2)C(=O)Nc1ccc(F)c(Cl)c1
i,0.0808,48.3,CCOc1ccc2nc(SCc3cn4ccsc4n3)[nH]c2c1
i,0.0981,63.2,CC(C)NC(=O)c1nsc(C(=O)N2CCCC2)c1N
i,0.0976,59.4,CCOC(=O)c1cc(CC)sc1NC(=O)C1CC(=O)NN1C (stereo not given)
i,0.106,50.6,COc1ccc(OC)c(/C=C2\Oc3cc(OC(=O)N4CCOCC4)ccc3C2=O)c1
i,0.0606,52.0,COC(=O)c1ccc2c(=O)n(CC(C)c3ccccc3)c(=S)[nH]c2c1 (stereo not given)
i,0.0747,31.7,CNC(=O)Cc1ccc(NS(=O)(=O)c2cc(C)ccc2OC)cc1
i,0.109,63.8,COc1ccc(CCNS(=O)(=O)c2ccc(N3C(=O)C(C)CS3(=O)=O)cc2)cc1 (stereo not given)
i,0.0598,44.9,CC(=O)C(C)n1c(=O)c2c(nc3n(CC4CCCO4)c(C)cn23)n(C)c1=O (stereo not given)
i,0.0446,67.3,Cc1cc(N2CC(c3nc4ccccc4n3CCN3CCOCC3)CC2=O)ccc1Cl (stereo not given)
+,0.232*,44.8*,Cc1ccc(C)c(OCC(=O)Nc2c(C)cccc2C(C)C)c1C
i,0.0976,57.3,O=C(NCC(=O)c1cccs1)c1ccc(COc2ccccc2)o1
i,0.0628,37.4,COC(=O)c1sccc1S(=O)(=O)N(CC(=O)Nc1cc(C)ccc1C)c1ccccc1

Structural class, the entries above containing an aryl thioether with sulfur outside any ring.
GluA2 TARP mod,GluA2 TARP mod agonism max-min,GluA2 TARP mod glutamate slope,molecule
i,0.0586,66.4,CSc1cccc2sc(NC(=O)C3CCCCC3)nc12
i,0.0468,47.7,N#Cc1ccc(-c2ccco2)nc1SCC(=O)NCc1ccc2c(c1)OCO2
i,0.0266,34.7,CCNC(=O)CSc1ncnc2c1nnn2CC
i,0.0872,56.0,COc1ccc(-c2nnc(NC(=O)CSc3ccccc3)o2)cc1OC
+,0.151*,33.2*,O=C(CSc1nccn(-c2ccc(Cl)cc2)c1=O)Nc1ccc(F)cc1F
i,0.102,60.5,COc1cc(NC(=O)CSc2nnc(-c3cc(C)oc3C)o2)c(OC)cc1Cl
i,0.0865,60.9,Cc1cc(-c2nnc(SCC(=O)N3CCc4ccccc43)o2)c(C)o1
i,0.0884&0.0264,49.6&89.1,CSc1nnc(-c2ccccc2NC(=O)c2cccc(S(=O)(=O)N3CCOCC3)c2)o1
i,0.0456,61.2,COc1ccc(SCC(=O)Nc2nc(-c3ccc(OC)cc3OC)cs2)cc1
i,0.0327,63.4,Cc1cc(NC(=O)CSc2c(CC(C)C)cnc3c2c(=O)n(C)c(=O)n3C)no1
i,0.0868,38.0,CCOC(=O)Cc1csc(NC(=O)CSc2ccc(NC(=O)C3CC3)nn2)n1
i,0.0212,45.3,CCOC(=O)CSc1c(CC(C)C)cnc2c1c(=O)n(C)c(=O)n2C
i,0.0808,48.3,CCOc1ccc2nc(SCc3cn4ccsc4n3)[nH]c2c1

Not all compounds are listed; count on the stated rates, not on these rows.
